JMJD2A Tudor: qHTS Assay for Inhibitors of JMJD2A-Tudor Domain; AlphaScreen JMJD2A-Tudor / H3K4me3 peptide binding; Potency, µM (titrated, usually from 114 µM), inactives show at the top dose activity change, negative = inhibition, actives largely listed as inhibitors; 390,000 tested, 4.4% active; AID 504339, 2011; also: potency is read from the fitted curve at half-maximal effect; % is scaled to controls: 0 for no effect and ±100 for the full control effect; nearly all actives have a fitted effect of over 50% in size
PI4K2A inh: qHTS for small molecular inhibitors of PI4K2A; purified PI4K2A, ADP-Glo luminescence, 1 h; active compounds read low; Phosphatidylinositol 4-kinase type 2-alpha (Homo sapiens), Q9BTU6; 420,000 tested, 0.13% active; AID 1346378, 2018; activity change, negative = inhibition, % at 76.9 µM; in the data active = activity change below about -50%; inconclusive = mostly about -30% to -49%;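 also: -100% = wells without enzyme as full effect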
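PI4K2A activity was measured by ADP-Glo luminescence: enzyme (4 ug/mL stock) and phosphatidylinositol (1.2 mM stock) in Tris pH 7.5/MgCl2/EGTA/Triton X-100 buffer were reacted with ATP (300 microM stock) for one hour at ambient temperature.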
ERG-DNA inh: qHTS for Small Molecule Inhibitors of the ERG Ets/DNA interaction. Potency, µM (doses to about 76.9 µM), inactives show at the highest dose FP activity, negative = inhibition, most hits filed as inhibitors. fluorescence polarization, His-ERG Ets domain / labelled DNA. 370,000 tested, 0.028% active. AID 624246, 2012. Transcriptional regulator ERG (Homo sapiens), P11308; active = well fitted inhibition curve with a large enough effect in the polarisation, with a control signal flat; inconclusive = small, poorly fitted or top-dose-only effect, or effect the other way, or a change in a side signal; inactive = no such curve, though single readings can be large or run the other way; the % refers to the polarisation;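 also: polarization taken with two DNA probes labelled with fluorescein and Texas red; potency is read from the fitted curve at half-maximal effect; % of control where 0% means no effect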
Target sequence (P11308 whole entry, looked up, the tested form may be a part): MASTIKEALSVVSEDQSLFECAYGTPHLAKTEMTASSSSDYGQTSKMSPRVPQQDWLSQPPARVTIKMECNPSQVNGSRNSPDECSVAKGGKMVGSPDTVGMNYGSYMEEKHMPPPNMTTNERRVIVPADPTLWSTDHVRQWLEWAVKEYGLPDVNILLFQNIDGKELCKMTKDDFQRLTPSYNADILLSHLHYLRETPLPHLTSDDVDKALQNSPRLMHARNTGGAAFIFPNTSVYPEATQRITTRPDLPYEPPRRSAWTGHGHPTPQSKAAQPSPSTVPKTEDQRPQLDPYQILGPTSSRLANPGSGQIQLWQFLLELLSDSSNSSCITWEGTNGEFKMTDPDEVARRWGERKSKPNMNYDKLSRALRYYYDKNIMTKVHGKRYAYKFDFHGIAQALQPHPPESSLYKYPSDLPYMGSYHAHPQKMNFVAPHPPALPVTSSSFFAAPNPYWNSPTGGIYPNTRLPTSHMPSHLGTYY
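His-tagged ERG Ets domain (1 uM in the protein solution; 300mM KCl, 50mM Tris-HCl, 1mM EDTA, 1mM DTT, pH 7.5) received compound, then a probe mix of 5 nM fluorescein-DNA and 100nM Texas-615-DNA. Fluorescence polarization was read for both dyes.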
G9a inh: qHTS Assay for Inhibitors of Histone Lysine Methyltransferase G9a | Histone-lysine N-methyltransferase EHMT2 (Homo sapiens), Q96KQ7 | G9a H3K9 monomethylation, AlphaScreen, 2 h | Potency, µM (titrated, usually from 102 µM), for inactives: at the top dose activity, negative = inhibition, hits mostly inhibitors | 350,000 tested, 8.8% active | AID 504332, 2011; also: potency is read from the fitted curve at half-maximal effect; % is scaled to controls: 0 for no effect and ±100 for the full control effect; nearly all actives have a fitted effect of over 75% in size
Target sequence (Q96KQ7 913-1193 limits assumed): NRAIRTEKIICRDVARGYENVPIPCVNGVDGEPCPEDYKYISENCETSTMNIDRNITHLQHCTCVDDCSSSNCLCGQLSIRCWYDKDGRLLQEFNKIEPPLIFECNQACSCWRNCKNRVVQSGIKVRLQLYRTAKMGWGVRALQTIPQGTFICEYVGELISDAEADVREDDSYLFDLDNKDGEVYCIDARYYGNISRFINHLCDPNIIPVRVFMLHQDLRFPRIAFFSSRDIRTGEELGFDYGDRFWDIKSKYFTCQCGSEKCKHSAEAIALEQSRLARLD
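G9a (20 nM) preincubated 15 min RT with compounds, then 500 nM biotinylated H3K9 peptide and 20 uM SAM added; 2 h RT reaction. Monomethyl-H3K9 product detected by AlphaScreen with anti-H3K9me1 antibody, streptavidin donor and anti-rabbit IgG acceptor beads.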
ALOX12 inh: Primary qHTS assay for inhibitors of human arachidonate 12S-lipoxygenase (ALOX12): Round 2. Polyunsaturated fatty acid lipoxygenase ALOX12 (Homo sapiens), P18054. purified 12hLO, xylenol orange hydroperoxide absorbance. Potency, µM (top dose mostly 108 µM), inactives show top-dose activity change, negative = inhibition, most hits filed as inhibitors. 580,000 tested, 1.1% active; also: potency is read from the fitted curve at half-maximal effect; % is scaled to controls: 0 for no effect and ±100 for the full control effect
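Hydroperoxide product was detected by ferrous iron/xylenol orange as the 573 to 405 nm absorbance ratio. Arachidonic acid at 40 uM (final) was turned over for 30 min at room temperature by 150 nM human 12hLO, pH 7.0 Hepes buffer, after 15 min compound preincubation.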
GLS inhibitor: qHTS for Inhibitors of Glutaminase (GLS); Glutaminase kidney isoform, mitochondrial (Homo sapiens), O94925; GLS enzymatic activity, qHTS titration; Potency, µM (series often up to 45.5 µM), inactives show top-dose activity change, negative = inhibition, hits mostly inhibitors; 410,000 tested, 0.21% active; also: potency is read from the fitted curve at half-maximal effect; % is scaled to controls: 0 for no effect and ±100 for the full control effect
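Human kidney-isoform GLS in 45 mM KH2PO4 pH 8.2, 0.02% Tween-20, with compound, started with 1mM L-Glutamine (added stock). Glutamate oxidase/HRP/Amplex red coupled fluorescence read at start and after 30 min at RT.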
BAZ2B inh: qHTS Assay for Inhibitors of BAZ2B. AlphaScreen BAZ2B-H3K14Ac peptide displacement. Potency, µM (series often up to 114 µM), for inactives: top-dose activity change, negative = inhibition, hits mostly inhibitors. 360,000 tested, 4.4% active; also: potency is read from the fitted curve at half-maximal effect; % is scaled to controls: 0 for no effect and ±100 for the full control effect; nearly all actives have a fitted effect of over 60% in size
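Inhibition is scored as reduced AlphaScreen emission. The BAZ2B/b-H3(5-23)K14Ac complex (50 nM each) in PBS pH 7.4, 0.01% Tween-20 meets compound (up to 110 uM) for 30 min at RT before bead addition.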
HP1b binding inh: HTS for Inhibitors of HP1-beta Chromodomain Interactions with Methylated Histone Tails; Chromobox protein homolog 1 (Homo sapiens), P83916; AlphaScreen HP1-beta / biotin-H3K9me3 peptide binding; Potency, µM (top dose mostly 114 µM), inactives show at the highest dose activity change, negative = inhibition, most hits filed as inhibitors; 390,000 tested, 0.56% active; also: potency is read from the fitted curve at half-maximal effect; nearly all actives have a fitted effect of over 70% in size; inactives centre near 23
Target sequence (P83916 whole entry, looked up): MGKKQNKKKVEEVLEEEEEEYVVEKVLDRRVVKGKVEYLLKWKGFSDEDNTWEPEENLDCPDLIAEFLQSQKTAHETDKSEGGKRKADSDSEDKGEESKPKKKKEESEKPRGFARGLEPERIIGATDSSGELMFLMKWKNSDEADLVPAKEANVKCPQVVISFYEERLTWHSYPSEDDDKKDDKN
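Compound inhibition of the preformed complex between 50 nM HP1-beta and 50 nM biotinylated H3K9me3 peptide was read by AlphaScreen. Buffer was PBS pH 7.4 with 0.01% Tween-20. Incubations ran 30 min at room temperature, with 10 ug/mL donor/acceptor beads.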
RGS4 inhibitor: Inhibitors of Regulator of G Protein Signaling (RGS) 4: qHTS. Regulator of G-protein signaling 4 (Homo sapiens), P49798. AID 504845, 2011. Transcreener GDP fluorescence polarization, RGS4-accelerated GTP hydrolysis. Potency, µM (doses to about 114 µM), without a hit: top-dose activity change, negative = inhibition, usual class: inhibitors. 390,000 tested, 0.039% active; also: potency is read from the fitted curve at half-maximal effect; % is scaled to controls: 0 for no effect and ±100 for the full control effect; nearly all actives have a fitted effect of over 75% in size; some results filed as inactive show a strong effect at the top dose
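MLSMR compounds (23 nl, pin-transferred) preincubated 10 min at room temperature with a 500nM (2x) first reagent, then RGS4 at 900nM (2x) plus Transcreener GDP mix added; fluorescence polarization (620/688 nm) read before and after 90 min at 30 °C.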
Active calls of the source: *; ? = inconclusive; . = not tested or not shown; [ ] = another dose, or the depositor's remark. Unless noted, calls follow the shape of the dose curve; as a rule, active = well fitted curve in the direction sought with a large enough effect; inconclusive = small, poorly fitted or top-dose-only effect, or another doubt; inactive = no such curve, though single readings can be large; an effect the other way counts as inactive or inconclusive. An excerpt, so the mix of outcomes need not match the whole.

SMILES,JMJD2A Tudor,PI4K2A inh,HP1b binding inh,GLS inhibitor,BAZ2B inh,ERG-DNA inh,RGS4 inhibitor,ALOX12 inh,G9a inh
O=C(Nc1ccc(Cl)cn1)C1CC1,1%,-6,31%,2%,1%,26%,4%,1%,4%
Cc1cccc(-n2c(-c3ccccc3)cn3c4c(=O)[nH]c(=O)n(C)c4nc23)c1,-23%,2,63%[activator],-2%,32%,7%,-7%,-14%,34%[activator][59 µM]
Cc1cc(Cc2cc(C)c(N)cc2C)c(C)cc1N,-28%,4,-1%,-4%,35µM*,27%,29%,-3%,.
CCn1c(SCC(=O)c2c(N)n(C3CC3)c(=O)[nH]c2=O)nc2cc(S(N)(=O)=O)ccc21,-17%,0,36%[activator],7%,9%,-6%,-37%,-12%,-8%[12.7 µM]
O=C(Nc1cccc(F)c1)c1coc(=O)c(Br)c1,-14%,-8,13%,-1%,0%,14%,4%,?,?
CCN1CCCC1CNC(=O)c1ccc2c(=O)n(CCOC)c(=O)[nH]c2c1 (stereo not drawn),-9%[57.1 µM],-1,38%[activator],1%,-3%,1%,28%,-22%,-8%[2.33 µM]
CN(CCO)c1ncnc2nc[nH]c12,-9%,-2,33%,5%,1%,19%,15%,27%,-10%[59 µM]
COc1ccc(-c2noc(C)c2-c2ccc3ccccc3n2)c(O)c1,?,6,-24%,-2%,?,7%,-25%,0%,-11%[2.33 µM]
CN(c1ccccc1)S(=O)(=O)c1ccc(NC(=O)c2ccco2)cc1,-30%,7,39%[activator],9%,-32%,12%,15%,-9%,-30%
CCC1CN(C(=O)N2CCC(C(=O)NCCc3ccc(OC)cc3OC)CC2)c2cc(C)ccc2O1 (stereo not drawn),-4%,5,36%,-1%,-31%,-4%,40%,-4%,-43%[59 µM]
COc1cc2c(cc1OC)CN(CC(=O)Nc1ccccc1C#N)CC2,-21%,-8,18%,-7%,-4%,-17%,10%,0%,2%[12.7 µM]
CCOC(=O)c1ccccc1NC(=O)N(Cc1ccc(C)cc1)Cc1cccn1-c1nnc(N2CCCC2=O)s1,10%,-2,43%[activator],-13%,-2%,-3%,-16%,-21%,0.79µM*
Cc1cc(-n2c(C)cc(C(=S)N3CCOCC3)c2C)ccc1Br,?,-1,?,7%,45µM*,-3%,-52%,-29%,13µM*
COc1ccc(NS(=O)(=O)c2ccc3ccccc3c2)c2ncccc12,-14%,1,48%[activator],9%,6%,13%,11%,6%,16%
Cc1cc(F)ccc1NC(=O)CCS(=O)(=O)c1ccc2c(c1)NC(=O)CO2,5%,6,39%,1%,1%,3%,8%,0%,-2%[59 µM]
COc1cc(Cl)ccc1OCc1cc(C(=O)N2C[C@@H]3CCC[C@H]2C3)no1,-8%,2,44%[activator],0%,0%,-21%,-4%,4%,18%
Cc1cc(O)cc(O[C@H]2OC(CO)[C@H](O)[C@@H](O)[C@H]2O)c1 (stereo partly drawn),-10%,-1,35%,18%,13%,-4%,-7%,-1%,-10%
CC(/C=C1\SC(=S)N(NC(=O)c2ccc(O)cc2)C1=O)=C\c1ccccc1,?,-3,?,16%,32µM*,42%[activator],6%,-18%,?
COc1ccc(C2=C(CN(C)C)C(c3ccccc3)c3ccccc3O2)cc1 (stereo not drawn),?,-3,-20%,0%,45%[activator],-9%,19%,?,?
O=C(CCCCCNC(=O)N1CCn2c1nc1ccccc12)N[C@@H](Cc1ccccc1)C(=O)O,-7%,-3,29%,8%,3%[57.1 µM],-2%,-2%,?,.
O=C(CCn1c(=O)c2cccn2c2cccnc21)N1CCN(c2ccc(Cl)cc2)CC1,2%,-3,28%,6%,-19%,1%,-6%,-24%,3%[59 µM]
CCOC(=O)c1sc2nccc(OC)c2c1N=CNOC,-5%,-59*,21%,0%,-1%,-4%,43%,-2%,10%
Cc1nc(SCC(=O)NCCc2ccccc2)c2c(=O)n(C)c(=O)n(C)c2n1,-3%,-4,34%[activator],-4%,1%,6%,4%,10%,46%
O=C(NC1CCN(C(=O)NC2CCCCC2)CC1)c1cccc(F)c1,-6%,-1,5%,-5%,3%,-13%,5%,4%,-3%
CC(=Nc1ccccc1)C1=C(O)COC1=O,-8%,-2,32%,5%,?,.,4%,-26%[57.4 µM],-21%
O=C(c1cccc(C(F)(F)F)c1)C1CCCN(C(=O)c2cc(C3CC3)[nH]n2)C1 (stereo not drawn),-4%,-4,34%,-4%,-8%,5%,23%,1%,-11%[59 µM]
COc1ccc(/C=C/c2c(-c3ccc(OC)cc3)sc3cc(OC)c(OC)cc23)cc1,-1%,2,39%,-12%,.,?,6%,-17%,.
COC(=O)/C=C1\NCCNC1=O,8%,2,18%,-9%,-18%,2%,-18%,?,16%
CCC1(C)Cc2ccccc2-c2nc(NCCCO)[nH]c(=O)c21 (stereo not drawn),-18%[11.4 µM],6,8%,-7%,0%,5%,9%[11.4 µM],-1%,.
O=c1c(-c2ccc(O)cc2O)coc2cc(O)cc(O)c12,-12%,5,32%,15%,-21%,0%,-15%,18%,0%[12.7 µM]
Cc1cc(C)n(C(=O)c2c([N+](=O)[O-])c(C)nn2C)n1,-20%,0,1%,-10%,5%,-2%,16%,0%,-8%[59 µM]
CCOc1ccc(Oc2ccc(Cl)cc2N)cc1,1%,-2,47%[activator],4%,?,5%,18%,-3%,50µM*
COCn1c(-c2ccc(OC)cc2)nc2ccccc21,?,-4,-14%,-1%,-6%,-6%,?,0%,0%[59 µM]
CCOC(=O)CN1CC23C=CC(O2)C(C(=O)Nc2ccc(C(C)=O)cc2)C3C1=O (stereo not drawn),-16%,-2,38%,1%,8%,3%,-4%,21%[57.4 µM],-13%[59 µM]
CC1=C(C#N)C(c2ccccc2)C2=C(N1)c1ccccc1C2=O (stereo not drawn),22µM*,4,?,-6%,32µM*,0%,4%,-8%,45µM*
COc1ccc(CCNC(=O)c2ccc(CNS(=O)(=O)c3cc(C)ccc3C)cc2)cc1OC,-21%,4,5%,12%,-6%,0%,-24%,14%,22µM*
COc1ccc(S(=O)(=O)NC(CC(=O)NCC2CCCO2)c2ccco2)cc1 (stereo not drawn),-15%,-6,18%,12%,-28%,4%,-6%,0%,-2%[59 µM]
COc1ccc(Cn2c(CO)cnc2SCC(=O)NCc2ccco2)cc1,-26%,-1,17%[57 µM],-1%,-15%,2%,12%,?,7%[59 µM]
O=C(COC(=O)CCc1nc2ccccc2s1)Nc1cccc(S(=O)(=O)N2CCOCC2)c1,-3%,10,16%,.,9%,-5%,-8%,-24%,?
N#CCCN1CCN(C(CNS(=O)(=O)c2ccc(Cl)cc2)c2ccccc2)CC1 (stereo not drawn),-7%,-2,21%,1%,14%,-4%,22%,26%,?
Cc1nn(CCC(=O)NNC(=S)Nc2ccc(Cl)cc2)c(C)c1[N+](=O)[O-],-19%,1,-7%,29%,4%,0%,-37%,0%,10µM*
COc1ccccc1NC(=S)NNC(=O)c1cc(C)nn1C,-14%,-3,33%,30%,-21%,2%,-19%,-9%,?
O=C(COc1ccc(-c2ccccc2)cc1)NN=C1CCCC1,-11%,2,36%,-3%,-24%,-4%,22%,10%,10%
CC(C)c1ccc(NC(=O)Cn2c(=O)oc3cc(S(=O)(=O)N4CCCC4)ccc32)cc1,-9%,-8,17%,-28%,-4%,6%,-10%,-18%,3%[59 µM]
O=C(CNC(=O)c1ccccc1Cl)Nc1ccncc1,-15%,-2,44%[activator],1%,2%,-1%,-9%,6%,-6%[2.33 µM]
CC(Oc1ccc(Cl)cc1Cl)C(=O)NCCCN1CCOCC1 (stereo not drawn),-7%,4,40%[activator],-8%,0%,-1%,-30%,0%,-7%
O=C(CC(C(=O)N1CCc2ccccc21)n1ccnc1)NCC1CCCO1 (stereo not drawn),-5%,6,19%,-1%,1%,6%,1%,23%,-44%
CCN(C(=O)CN1CCCC(C)C1)c1c(N)n(Cc2ccccc2)c(=O)[nH]c1=O (stereo not drawn),-12%,1,25%,15%,.,-7%,8%,0%,.

Screening data: PubChem, National Center for Advancing Translational Sciences (NCATS)
